UDG counter: counter-screen for AID inhibitors: uracil-DNA glycosylase inhibition; AID 1347430; hit rate 0.14% among 91,000; Potency, µM (series often up to 115 µM), for the others: top-dose activity change, negative = inhibition, usual class: inhibitors; FRET deamination/UDG coupled assay, UDG read, 4 h; further: nearly all actives have a fitted effect of over 65% in size
AID inhibitor: activation induced cytidine deaminase inhibition. Q9GZX7. AID deamination FRET fluorescence, UDG-coupled, 4 h. Potency, µM (top dose mostly 115 µM), inactives show top-dose activity change, negative = inhibition, usual class: inhibitors. hit rate 0.32% among 91,000; further: nearly all actives have a fitted effect of over 25% in size
Target sequence (Q9GZX7 whole entry, looked up): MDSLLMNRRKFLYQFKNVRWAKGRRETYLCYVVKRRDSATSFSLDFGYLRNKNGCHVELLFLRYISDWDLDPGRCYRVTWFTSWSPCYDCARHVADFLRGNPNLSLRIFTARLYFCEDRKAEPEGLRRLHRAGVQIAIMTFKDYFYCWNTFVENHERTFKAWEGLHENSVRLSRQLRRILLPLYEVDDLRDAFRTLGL
The depositor's hits bear a star; & = joins results of further samples; [ ] = remark or other dose. The call rests on the fitted dose curve; in most records, active means well fitted curve in the direction sought with a large enough effect; inconclusive means small, poorly fitted or top-dose-only effect, or another doubt; inactive means no such curve, though single readings can be large; an effect the other way counts as inactive or inconclusive. On the % scale 0 is the no-effect control and ±100 the full control effect; potency means the concentration at half of the fitted maximal effect. Not all compounds are listed; count on the stated rates, not on these rows.

What do the screens show for `COc1ccc(CSc2ccc(S(=O)(=O)N3CCOCC3)cn2)cc1F`?
UDG counter: 3%; AID inhibitor: 2%

What do the screens show for `CCc1ccc(NC(=O)CCCn2cnc3c2c(=O)n(C)c(=O)n3C)cc1`?
UDG counter: -9%; AID inhibitor: -9%

Results for O=C(Nc1ccc(NC(=O)c2cccs2)cc1)c1cccc(Br)c1 ?
UDG counter: -5%; AID inhibitor: -12%

What do the screens show for `O=C(NC1CC1)c1cc2occc2n1Cc1ccccc1F`?
UDG counter: -2%; AID inhibitor: -3%

Results for CCOC(=O)c1cnc(SCc2nc(-c3cccc(Cl)c3)oc2C)nc1N ?
UDG counter: 4%; AID inhibitor: -3%

Results for O=C(Cc1cccc2ccccc12)NCCc1cccc2cccnc12 ?
UDG counter: -10%; AID inhibitor: -14%

Results for COc1cc(OC)cc(C(=O)Nc2ccc3c(c2)OCCO3)c1 ?
UDG counter: 11%; AID inhibitor: 24%

Results for Cc1cc(O)c(C(c2cccc(Cl)c2)N2CCN(c3ccccc3)CC2)c(=O)n1Cc1ccco1 (stereo not given) ?
UDG counter: -12%; AID inhibitor: inconclusive

How did CCN1CCC(N(Cc2cccc(OC)c2)C(=O)Nc2ccc(C)cc2Cl)CC1 do in these assays?
UDG counter: -2%; AID inhibitor: 8%

How did Cc1ccc(Cn2c(SCc3ccc(C(=O)N4CCCCCC4)cc3)nc3ccncc32)cc1 do in these assays?
UDG counter: -11%; AID inhibitor: inconclusive

How did Cc1nc2c(-c3ccccc3)c(C)[nH]n2c(=O)c1Cc1ccc(C(C)C)cc1 do in these assays?
UDG counter: 79µM*; AID inhibitor: 5%

Results for CCOC(=O)c1c(C)c(-c2ccccc2)n(CC(=O)Nc2cccc(SC)c2)c1C ?
UDG counter: -7%; AID inhibitor: 3%

Results for CC(C)(C)C1CCc2c(sc(NC(=O)c3ccncc3)c2C(=O)Nc2ccccc2Cl)C1 (stereo not given) ?
UDG counter: -3%; AID inhibitor: 5%

What do the screens show for `CCC(C(=O)O)n1ccc2cc(S(=O)(=O)N3CCCCC3)ccc21` (stereo not given)?
UDG counter: -4%; AID inhibitor: 8%

How did CC(NC(=O)c1ccc(C(C)(C)C)cc1)C1CC1 (stereo not given) do in these assays?
UDG counter: -1%; AID inhibitor: -5%

What do the screens show for `CCc1ccc(NC(=O)C2CC3CCCC(C2)C3=O)cc1` (stereo not given)?
UDG counter: -2%; AID inhibitor: -6%

Results for Cc1ccc(C2=NN(C(=O)c3ccco3)C(c3ccc4nccnc4c3)C2)cc1 (stereo not given) ?
UDG counter: -3%; AID inhibitor: -19%

Results for C#CCOc1c(Br)cc(/C=C2/NC(=O)NC2=O)cc1OCC ?
UDG counter: -2%; AID inhibitor: -15%

How did COc1ccccc1CNC(=O)C(=O)NCC(c1ccco1)S(=O)(=O)c1ccc(C)cc1 (stereo not given) do in these assays?
UDG counter: inconclusive; AID inhibitor: -11%

How did COc1cccc(Nc2sc(C(=O)c3ccc4c(c3)OCO4)c(N)c2S(=O)(=O)c2ccccc2)c1 do in these assays?
UDG counter: -3%; AID inhibitor: -14%

How did CC(c1nc(C(C)(C)C)no1)N(C)Cc1ccc2c(c1)OCO2 (stereo not given) do in these assays?
UDG counter: 5%; AID inhibitor: 3%

What do the screens show for `C=CCS(=O)(=O)O`?
UDG counter: 3%; AID inhibitor: -1%

Results for N#Cc1ccc(F)c(Cn2cnc3c(Cl)cc(Cl)cc3c2=O)c1 ?
UDG counter: -13%; AID inhibitor: -1%

How did Cc1c(C(=O)N2CCC(C)CC2)c(S(=O)(=O)N(Cc2ccccc2)C(C)(C)C)c(C)n1C do in these assays?
UDG counter: -3%; AID inhibitor: -21%

Results for CN(C(=O)Cn1nc(-c2ccccc2F)ccc1=O)C1CCS(=O)(=O)C1 (stereo not given) ?
UDG counter: -6%; AID inhibitor: -8%

How did CS(=O)(=O)c1cccc(OCC(=O)c2ccc(F)cc2)c1 do in these assays?
UDG counter: -6%; AID inhibitor: 0%

Results for CCOC(=O)c1cc(-c2ccc(C)cc2)n(CC(=O)Nc2cc(C)ccc2C)c1C ?
UDG counter: -2%; AID inhibitor: 17%

What do the screens show for `COc1ccc(N2CCN(C(=O)C3CCN(Cc4nc(-c5ccc(Cl)cc5)oc4C)CC3)CC2)cc1`?
UDG counter: -7%; AID inhibitor: 6%

Results for Cc1ccn2c(=O)cc(COc3ccc(NC(=O)COc4ccc(C)c(C)c4)cc3)nc2c1 ?
UDG counter: 13%; AID inhibitor: 3%

What do the screens show for `CO/N=C(\C(=O)N[C@@H]1C(=O)N2C(C(=O)O)=C(COC(C)=O)CS[C@H]12)c1csc(N)n1`?
UDG counter: 0%; AID inhibitor: 5%

How did O=S1(=O)c2ccccc2N(Cc2cccc(Cl)c2)c2ccccc21 do in these assays?
UDG counter: -9%; AID inhibitor: inconclusive

How did N=C(N)SCCSc1ccc(Cl)cc1 do in these assays?
UDG counter: -6%; AID inhibitor: -4%

What do the screens show for `Cc1csc(NC(=O)c2nn(C)c(=O)c3ccccc23)n1`?
UDG counter: 2%; AID inhibitor: 2%

Results for CCOC(=O)C(NC(=O)c1cc(OC)cc(OC)c1)C(=O)OCC ?
UDG counter: 3%; AID inhibitor: -4%

Results for Fc1ccc(C2=CC(c3ccc(F)cc3)n3c(nc4ccccc43)N2)cc1 (stereo not given) ?
UDG counter: 0%[57.5 µM]; AID inhibitor: -5%[57.5 µM]

Results for O=C(Cn1c(=O)n(-c2ccccc2Cl)c(=O)c2sc3ccccc3c21)N1CCCC1 ?
UDG counter: -16%; AID inhibitor: -20%

How did CCCCCCC(=O)NNC(=O)NCCCC do in these assays?
UDG counter: 2%; AID inhibitor: -1%

How did COc1ccccc1CNC(=O)C(=O)NCC(c1ccco1)S(=O)(=O)c1cccs1 (stereo not given) do in these assays?
UDG counter: 30%[activator]; AID inhibitor: 2%

What do the screens show for `COc1ccc(OC)c(NC(=O)CCc2c(C)nc3c(c(C)nn3C(C)(C)C)c2C)c1`?
UDG counter: -3%; AID inhibitor: -9%

What do the screens show for `Cc1ccc(S(=O)(=O)c2nc(-c3ccccc3)oc2N(C)C)cc1`?
UDG counter: -9%; AID inhibitor: -4%

By substructure: the entries above with a COOH group
What do the screens show for `CCC(C(=O)O)n1ccc2cc(S(=O)(=O)N3CCCCC3)ccc21` (stereo not given)?
UDG counter: -4%; AID inhibitor: 8%

What do the screens show for `CO/N=C(\C(=O)N[C@@H]1C(=O)N2C(C(=O)O)=C(COC(C)=O)CS[C@H]12)c1csc(N)n1`?
UDG counter: 0%; AID inhibitor: 5%

Additional structures
How did Nc1ccc2c(S(=O)(=O)O)cc(S(=O)(=O)O)cc2c1 do in these assays?
UDG counter: inconclusive; AID inhibitor: 18%

How did CCCCCSc1nnc2c(n1)OC(c1ccc(C)s1)N(C(C)=O)c1ccccc1-2 (stereo not given) do in these assays?
UDG counter: -2%; AID inhibitor: inconclusive

What do the screens show for `Cc1c(Cl)cccc1NC(=O)N1CCOc2ccccc21`?
UDG counter: 8%; AID inhibitor: -19%

What do the screens show for `Cc1cccc(CCNC(=O)c2ccc(CSCc3cccc(Cl)c3)o2)c1`?
UDG counter: -20%[57.5 µM]; AID inhibitor: inconclusive

How did FC(F)(F)c1cc(Cl)c2n[nH]c(=S)n2c1 do in these assays?
UDG counter: 0%; AID inhibitor: 6%

Results for COc1ccc(-c2c(NC(=O)c3cccc(OC)c3)sc3ccccc3c2=O)cc1 ?
UDG counter: 8%; AID inhibitor: -2%

How did Cc1ccc2nc(C(=O)N3CCN(c4ccccc4)CC3)cn2c1 do in these assays?
UDG counter: -5%; AID inhibitor: 0%

What do the screens show for `Cc1cccc(N(C)C(=O)CCNS(=O)(=O)c2ccc3c(c2)CCN3C(=O)C2CC2)c1`?
UDG counter: -8%; AID inhibitor: 0%

What do the screens show for `CCN(CC)C(=S)SCC(=O)NC(=O)NC1CCCC1`?
UDG counter: 4%; AID inhibitor: -1%

Results for CN1CCc2cc(O)c(O)cc2C(c2ccccc2)C1 (stereo not given) ?
UDG counter: -2%; AID inhibitor: 6%

Results for O=C(O)/C=C/c1ccc(Br)c(Cl)c1 ?
UDG counter: 10%; AID inhibitor: 1%

How did C(#Cc1ccccc1)CN1CCCC1 do in these assays?
UDG counter: 5%; AID inhibitor: 9%

How did O=C(NCc1ccncc1)c1ccc(C2CCCCC2)cc1 do in these assays?
UDG counter: 9%; AID inhibitor: -1%

Results for CCOc1ccc(NC(=O)Cn2c(=O)n(-c3cccc(OC)c3)c(=O)c3c4c(sc32)CCCC4)cc1 ?
UDG counter: -3%[57.5 µM]; AID inhibitor: 3%

What do the screens show for `COc1ccc(/C=C/C(=O)Nc2ccc3c(c2)Cc2ccccc2-3)cc1`?
UDG counter: -2%; AID inhibitor: -5%

What do the screens show for `CCOc1ccccc1CNC(=O)c1ccc(N2Cc3ccccc3Oc3ncccc32)s1`?
UDG counter: 20%; AID inhibitor: -4%

How did Cc1ccc(-c2cnc(CCC(=O)N3CC(C(=O)N(C)C)Oc4ccccc43)o2)cc1C (stereo not given) do in these assays?
UDG counter: -7%; AID inhibitor: -19%

What do the screens show for `O=C(CSc1nnc(-c2cccs2)o1)Oc1ccc(Cl)cc1`?
UDG counter: 0%; AID inhibitor: 0%

How did CCN(Cc1ccccc1)S(=O)(=O)c1ccc2c(c1)CCCN2C(C)=O do in these assays?
UDG counter: -11%; AID inhibitor: -16%

What do the screens show for `Cc1cc(C)c(NC(=O)Cc2c[nH]c3ccccc23)c(Cl)c1`?
UDG counter: -7%; AID inhibitor: 16%

Structural class: those above containing bromine
Results for O=C(Nc1ccc(NC(=O)c2cccs2)cc1)c1cccc(Br)c1 ?
UDG counter: -5%; AID inhibitor: -12%

Results for C#CCOc1c(Br)cc(/C=C2/NC(=O)NC2=O)cc1OCC ?
UDG counter: -2%; AID inhibitor: -15%

Results for O=C(O)/C=C/c1ccc(Br)c(Cl)c1 ?
UDG counter: 10%; AID inhibitor: 1%

Later entries.
How did C/C(=N\O)C1CCCCCCCCCCC1 do in these assays?
UDG counter: -4%&-5%; AID inhibitor: -8%&-7%

Results for CCOC(=O)c1[nH]c(C)c(CCC(=O)NCc2ccc(OCC)cc2)c1C ?
UDG counter: 10%; AID inhibitor: -7%

Results for O/N=C1/CCN(Cc2ccccc2)C1 ?
UDG counter: 2%; AID inhibitor: 4%

Results for Clc1ccc(N/N=C/C(Br)=C/c2ccccc2)cc1 ?
UDG counter: -5%; AID inhibitor: -4%

Results for CCCNC(=O)c1ccc2[nH]c3c(c2c1)CCCC3 ?
UDG counter: -7%; AID inhibitor: -6%

Results for C[C@@H]1CCC2[C@]3(C)COC(C)(C)O[C@H]3CC[C@]2(C)[C@@]12CCC1(COC(=O)C1)O2 (stereo not given in full) ?
UDG counter: -3%; AID inhibitor: -4%

Results for N#Cc1nc(/C=C/c2ccccc2)oc1N1CCCC1 ?
UDG counter: -8%; AID inhibitor: -10%

Results for O=C(COc1ccccc1[N+](=O)[O-])Nc1cccc(-c2nc3ccccc3s2)c1 ?
UDG counter: 1%; AID inhibitor: 55%[activator]

How did Clc1cccc(CNCCN2CCCC2)c1Cl do in these assays?
UDG counter: 2%; AID inhibitor: 14%

Results for COC(=O)Cn1c(Br)nc2c1c(=O)[nH]c(=O)n2C ?
UDG counter: -11%; AID inhibitor: 0%

What do the screens show for `CCOc1ccc(NC(=O)CC2C(=O)N(c3ccc(F)cc3)C(=O)N2Cc2ccc(OC)c(OC)c2)cc1` (stereo not given)?
UDG counter: -5%; AID inhibitor: 18%

Results for O=C(NC1CCCC1)C(Sc1ccccn1)c1ccccc1 (stereo not given) ?
UDG counter: 2%; AID inhibitor: -2%

What do the screens show for `CCOc1ccc(NC(=O)CN2CCN(CC(=O)Nc3ccc(N(CC)CC)cc3)CC2)cc1`?
UDG counter: -5%; AID inhibitor: -2%

Results for Cc1cc2cc(CCNS(=O)(=O)c3ccc(Br)cc3)c(=O)[nH]c2cc1C ?
UDG counter: -1%; AID inhibitor: 8%

How did CCOc1ccccc1NC(=O)NCc1ccc2c(c1)CCN2C(=O)c1ccccc1 do in these assays?
UDG counter: -6%[57.5 µM]; AID inhibitor: 5%

How did COc1cccc(NCc2nnc3n2CCCCC3)c1 do in these assays?
UDG counter: 6%; AID inhibitor: 11%

How did Cc1ccc(NC(=O)Cn2c(=O)c(C(F)(F)F)nc3ccccc32)cc1C do in these assays?
UDG counter: 9%; AID inhibitor: 0%

What do the screens show for `CNc1oc(-c2ccccc2OC)nc1S(=O)(=O)c1ccc2c(c1)OCCO2`?
UDG counter: -3%; AID inhibitor: -4%

How did O=C(C1CCCN(S(=O)(=O)c2cccc3nsnc23)C1)N1CCN(c2ccccc2F)CC1 (stereo not given) do in these assays?
UDG counter: -10%; AID inhibitor: inconclusive

Results for CCCCn1c(SC(C)C(=O)c2ccc(Br)cc2)n[nH]c1=O (stereo not given) ?
UDG counter: 7%; AID inhibitor: -2%

How did COc1ccccc1S(=O)(=O)Cc1ccc(C(=O)NCc2ccc(Cl)cc2)o1 do in these assays?
UDG counter: -25%; AID inhibitor: -3%

Results for COc1ccc(-c2c(C)nn3c(N4CCC(C(=O)NCCC(C)C)CC4)cc(C)nc23)cc1OC ?
UDG counter: -4%; AID inhibitor: 5%

How did CCCC(=O)N1CCC(C(=O)O)CC1 do in these assays?
UDG counter: 10%; AID inhibitor: 2%

Of the compounds above, two have a cyano group.
Results for N#Cc1ccc(F)c(Cn2cnc3c(Cl)cc(Cl)cc3c2=O)c1 ?
UDG counter: -13%; AID inhibitor: -1%

Results for N#Cc1nc(/C=C/c2ccccc2)oc1N1CCCC1 ?
UDG counter: -8%; AID inhibitor: -10%
